ABHD5-PLIN5 inh – inhibitors of human ABHD5-perilipin-5 interaction | actives 0.78% (n = 360,000) | Split G. princeps luciferase complementation, luminescence, 4 h | Q00G26+Q8WTS1 | AID 602281 | inhibition, % at 4 µM;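 active = inhibition above the mean inhibition across every tested compound plus 3 SD, cut at about 22% in these data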;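 note: 0% = DMSO only wells and the 100% control is not disclosed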
MC4R barr agon – activates human MC4R beta-arrestin recruitment; U2OS MC4R beta-arrestin complementation, luminescence; percent of melanotan II response, DMSO zero; activation, % at 8.9 µM; P32245; actives 0.98% (n = 360,000);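 active = activation above a per-plate cutoff, the mean activation of sample wells on that plate plus 3 SD, cut at about 8% in these data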
Target sequence (P32245 whole entry, looked up): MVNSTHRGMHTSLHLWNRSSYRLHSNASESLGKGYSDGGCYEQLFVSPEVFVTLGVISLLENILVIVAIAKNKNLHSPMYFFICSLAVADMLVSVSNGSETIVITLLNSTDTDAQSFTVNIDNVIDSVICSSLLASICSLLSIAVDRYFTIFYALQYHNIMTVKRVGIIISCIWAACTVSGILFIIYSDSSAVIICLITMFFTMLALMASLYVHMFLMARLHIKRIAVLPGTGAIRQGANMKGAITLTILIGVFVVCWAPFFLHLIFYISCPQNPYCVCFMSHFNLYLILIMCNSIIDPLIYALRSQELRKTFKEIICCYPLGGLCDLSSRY
ABCB6 inh MLPCN – human ABCB6 transporter inhibition | Q9NP58 | fluorescence ratio to DMSO, % at 10 µM | actives 0.19% (n = 360,000) | K562-ABCB6 porphyrin accumulation, flow cytometry, 1 h; active compounds read low | AID 602162;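 active = fluorescence ratio to DMSO below 75%, the collection mean minus 3 SD; inconclusive = too few cells collected in the well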;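 note: signal is porphyrin accumulated inside mitochondria; 100% equals median channel fluorescence of DMSO control wells; lower ratio means ABCB6 inhibition with less porphyrin fluorescence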
aDG glyco up – increases alpha dystroglycan glycosylation; Pro5-aDG cells, alpha-DG glycosylation AlphaScreen (IIH6); 0% Pro5, 100% B10-LARGE cell signal; activation, % at 10 µM; actives 0.22% (n = 360,000);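 active = activation of at least 8% versus controls, or a plate z-score of at least 8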;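 note: Pro5 are CHO cells carrying HIG-tagged alpha-DG that lacks glycosylation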
Glyco luc inh – N-linked glycosylation inhibition | D54 ERlucT glycosylation luciferase reporter, 24 h; percent of 100 nM tunicamycin response | AID 588692 | reporter increase, % at 12.5 µM | actives 0.23% (n = 360,000);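 active = mean luciferase reporter signal, scaled so untreated is 0 and the glycosylation-blocking control 100, at or above a set limit in every replicate; inconclusive = mean reaches the limit but not every replicate does; inactive = mean below the limit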;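 note: luciferase carries N-glycosylation sites so blocking glycosylation raises the light; 0% = median of neutral control wells and 100% = median of 100 nM tunicamycin wells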
NOD2-RIPK2 inh – blocks binding of human NOD2 to RIPK2. O43353. CHO BLA complementation NOD2-RIPK2, CCF4 ratio. inhibition, % at 4.98 µM. actives 0.38% (n = 360,000). AID 624267; in the data active = inhibition above about 21%;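 note: 0% = vehicle only and 100% = reference blocker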
Target sequence (O43353 whole entry, looked up): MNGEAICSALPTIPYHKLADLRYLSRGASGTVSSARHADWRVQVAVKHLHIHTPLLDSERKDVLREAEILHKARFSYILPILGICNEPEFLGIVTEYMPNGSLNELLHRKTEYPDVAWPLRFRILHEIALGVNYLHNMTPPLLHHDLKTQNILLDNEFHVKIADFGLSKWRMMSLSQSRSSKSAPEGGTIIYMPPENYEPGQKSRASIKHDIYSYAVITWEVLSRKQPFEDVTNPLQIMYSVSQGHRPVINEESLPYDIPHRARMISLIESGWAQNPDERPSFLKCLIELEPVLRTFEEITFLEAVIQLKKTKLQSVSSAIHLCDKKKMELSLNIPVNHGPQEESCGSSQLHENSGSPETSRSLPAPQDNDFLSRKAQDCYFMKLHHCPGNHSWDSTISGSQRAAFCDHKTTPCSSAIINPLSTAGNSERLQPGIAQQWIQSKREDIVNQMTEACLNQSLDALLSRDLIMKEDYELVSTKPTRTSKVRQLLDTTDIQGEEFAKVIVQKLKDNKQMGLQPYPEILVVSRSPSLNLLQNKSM
Granule exo inh – blocks lytic granule exocytosis; TALL-104 LAMP-1 surface exposure, flow cytometry; cells stimulated with thapsigargin and PMA; inhibition, % at 10 µM; actives 0.66% (n = 360,000);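 active = inhibition above about 55%, limit read from the data; inconclusive = no clear call, values can overlap the other calls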
Vif imaging – blocks HIV Vif function. AID 602346. actives 0.35% (n = 340,000). HEK293T cells, Vif self-association by quenched fluorescence, imaging, 24 h. inhibition, % at 7.49 µM; in the data active = inhibition above about 50%, passing the limit was not always enough; inconclusive = no clear call, values can overlap the other calls; inactive = below about 31%; note: some results filed as inactive read as strong as hits
TLR9-MyD88 block – TLR9-MyD88 interaction inhibition | Q9NR96+Q99836 | CHO BLA complementation TLR9-MyD88, CCF4 FRET ratio | inhibition, % at 4.98 µM | actives 0.21% (n = 340,000) | AID 504734;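 active = inhibition above the mean over all tested compounds plus 3 SD, cut at about 21% in these data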;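 note: 0% = DMSO only wells and 100% = clavulanate BLA inhibitor control wells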
MC4R antag cAMP – human MC4R antagonism in cAMP assay; inhibition, % at 6.5 µM; MC4R-expressing cells, MTII-stimulated cAMP, LANCE TR-FRET; AID 540295; P32245; actives 0.48% (n = 360,000);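 active = inhibition above its plate's cutoff, the mean of tested wells on that plate plus 3 SD, cut at about 29% in these data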;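 note: 0% = Melanotan II alone and 100% = Melanotan II plus saturating MCL0020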
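System – human MC4R-expressing U2OS cells · Also added – Melanotan II · Dosing – one concentration, 6.5 µM nominal · Timing – 30-min compound, 1-h challenge, 1-h detection, room temperature · Measured by – Eu-cAMP/anti-cAMP TR-FRET, emission 671 nm · Replicates – singlicate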
* marks the source's active call; other numbers are inactive results; ? = inconclusive; . = not tested or not shown.

entry	structure	ABHD5-PLIN5 inh	MC4R barr agon	ABCB6 inh MLPCN	aDG glyco up	Glyco luc inh	NOD2-RIPK2 inh	Granule exo inh	Vif imaging	TLR9-MyD88 block	MC4R antag cAMP
1	COc1ccc(C(=O)NC2CCN(CC(=O)NCc3ccccc3)CC2)cc1	-10	-0.3	96	0.0	-1	-13	-5	12	-6	-2
2	Cc1ccc(C(C)C)c(OCCN(C)C)c1	2	-0.4	95	0.2	.	3	-1	.	9	7
3	Brc1cc2[nH]cnc2c2ccccc12	6	0.0	102	-0.1	-3	9	2	.	17	9
4	Cn1c(C(=O)N[C@@H](Cc2ccccc2)C(=O)NCCC(=O)O)cc2cc(Cl)ccc21	4	0.2	105	0.9	1	-11	?	20	0	-4
5	CC(C)CC1NC(=O)N(CC(=O)Nc2ccc(-c3ccccc3)cc2)C1=O (configuration not stated)	0	-0.7	94	0.1	0	-7	-2	6	4	4
6	COC(=O)/C=C(\Oc1ccccc1)C1(O)CCCCC1	-1	0.1	88	0.0	0	4	-5	-2	-1	-3
7	CCC(C)NC(=O)CSc1nc2scc(-c3ccccc3)c2c(=O)[nH]1 (configuration not stated)	-4	-1.6	103	-0.1	3	3	-3	-9	3	4
8	CCOC(=O)C1CCN(Cc2cc(=O)oc3cc(C)c(Cl)cc23)CC1	8	-1.0	98	0.4	0	5	-12	11	7	2
9	COc1ccc(C(C)NC(=O)Cc2ccc(Br)cc2)cc1 (configuration not stated)	1	-1.1	104	0.0	0	2	-5	-3	3	15
10	O=C(OC(C(=O)NCc1cccs1)c1ccccc1Cl)c1ccco1 (configuration not stated)	11	-0.9	103	0.7	0	5	0	-1	9	4
11	Cc1cccc2cc(COC(=O)c3cccnc3)c(=O)[nH]c12	-5	0.1	98	-0.2	0	8	3	4	-5	11
12	COc1cc([N+](=O)[O-])cc2sc(NC(=O)C(C)(C)C)nc12	-10	-1.5	97	-0.5	1	-4	1	7	-1	3
13	O=[N+]([O-])c1cc(F)c2cccnc2c1O	0	-1.9	97	-0.1	7	-2	-5	2	-21	-1
14	O=C(CC(O)(c1ccccc1)c1ccccc1)Nc1ccccn1	-4	1.9	97	0.0	-6	-7	-11	0	-13	9
15	COCCNC(=O)CSc1ncnc2sccc12	-1	-1.8	101	-0.2	1	1	-1	14	-6	7
16	CC1Cc2cc(S(=O)(=O)N3CCN(c4ccccc4)CC3)ccc2N1C(=O)C1CC1 (configuration not stated)	0	1.6	96	1.2	0	-5	1	0	0	7
17	COC(=O)c1ccc(CNC(=O)CSC2=NCCS2)cc1	-3	-2.2	100	-0.1	0	5	3	3	-5	15
18	S=C(NCCCN1CCOCC1)N1CCOCC1	4	-0.9	97	0.0	1	-7	2	1	5	19
19	O=C(CN1C(=O)COc2ccccc21)c1ccc(Cl)cc1	-8	-2.3	94	-0.1	0	-6	6	2	-1	-3
20	COc1cccc(CN(CC2CCCO2)S(=O)(=O)c2ccc(-n3cnnn3)c(OC)c2)c1 (configuration not stated)	2	-0.8	102	-0.5	0	9	-1	-2	-1	3
21	CCCCCCN1C[C@@H](O)[C@H](n2cc(C3CC3)nn2)C[C@@H]1c1ccccc1	-5	1.0	94	0.3	-1	3	-3	4	5	11
22	C#CCn1c2ccccc2c(=O)n1C(C)C	-7	.	101	-0.1	0	0	-2	-1	.	.
23	CCOc1ccc(C(CCc2ccccc2)NC(=O)c2ccccc2)cc1OCC (configuration not stated)	2	-0.7	106	-0.2	-2	2	0	18	2	9
24	CC(C)(C)OC(=O)NCCc1nnc(SCc2cccc(Cl)c2)o1	5	4.4	96	0.1	0	-4	1	-28	-7	-4
25	CSc1nsc(SCC(=O)Nc2nc3ccccc3s2)n1	3	0.5	97	-0.1	1	10	-2	2	-4	-2
26	CC(=O)Oc1ccc(CCC(C)OC(C)=O)cc1 (configuration not stated)	-2	-1.1	103	0.0	-2	3	-3	.	-7	5
27	O=C(NC1=NCCS1)c1ccc(F)c(S(=O)(=O)N2CCOCC2)c1	4	-2.0	106	0.5	0	-11	-3	-1	-6	-1
28	N=C1SC(CC(=O)Nc2ccccc2[N+](=O)[O-])C(=O)N1c1ccccc1 (configuration not stated)	1	-0.2	99	-0.1	1	-10	-4	-1	5	18
29	O=C(COc1ccc2c3c(c(=O)oc2c1)CCCC3)NCCCN1CCCC1=O	2	-2.0	101	1.0	1	-6	5	-3	3	12
30	COc1ccccc1-c1nc2ccccc2n(CC(C)C)c1=O	-49	.	.	0.0	.	-9	-4	.	.	.
31	Nc1ccc2nc3c(c(Cl)c2c1)CCCC3	-2	-1.9	98	-0.1	8	10	-3	-5	-6	-4
32	COc1ccc(N(Cc2cc(=O)[nH]c3ccccc23)C(=O)c2ccco2)cc1	2	-1.4	104	-0.1	-3	-2	5	-4	4	10
33	CC(CNC(=O)c1ccc(C#N)cc1)NC(=O)c1ccc(C#N)cc1 (configuration not stated)	-6	-1.6	73*	-0.1	3	-4	5	-6	2	10
34	COC(=O)c1ccc(-c2csc(NC(=O)c3ccc(S(=O)(=O)N4CCc5ccccc5C4)cc3)n2)cc1	3	1.4	94	-0.2	1	-4	0	4	3	6
35	COc1ccc(CCN2CCCn3c2nc2c3c(=O)[nH]c(=O)n2C)cc1OC	-10	-1.0	99	0.1	4	-3	-3	-7	6	10
36	COc1ccc(NC(=O)c2cc([N+](=O)[O-])ccc2NC(=O)CNC2CCCCC2C)c(OC)c1 (configuration not stated)	7	-0.1	100	0.2	-7	-1	-16	21	11	11
37	CCOCCCNC(=O)CC1Oc2ccc(C)cc2NC1=O (configuration not stated)	-2	0.1	103	0.1	2	6	1	0	6	10
38	c1ccc2[nH]c(NCCN3CCOCC3)nc2c1	-6	-1.6	104	0.0	-2	-3	2	-3	-3	0
39	COc1ccc(CCc2nnc(CCC(=O)NCc3cnc4ccccn34)o2)cc1	6	-2.1	102	0.1	-2	-7	-2	3	6	-1
40	COc1cccc(C(=O)Nc2cc3c(cc2Cl)OCCCO3)c1	-1	1.5	95	-0.2	-5	-9	4	-3	10	-3
41	CCOC(Cn1c(SCC(=O)Nc2cc(C)on2)nc2ccccc2c1=O)OCC	-2	-1.8	98	0.0	-1	2	0	-5	-8	1
42	CN(CC(=O)Nc1ccccc1Br)C(=O)Cn1[nH]c(=O)c2ccccc2c1=O	-1	-1.4	96	-0.1	-2	-3	1	-1	4	-1
43	Cc1c(C(=O)NCC2COc3ccccc3O2)oc2ccc(S(=O)(=O)N3CC(C)CC(C)C3)cc12 (configuration not stated)	1	0.3	106	0.6	-10	2	1	-2	-4	10
44	CCOc1ccc(Cl)cc1S(=O)(=O)N1CCN(c2ccc(C)c(C)c2)CC1	-7	-1.4	90	0.2	-1	-5	-2	1	9	-1
45	CCN(CC)S(=O)(=O)c1ccc(C(=O)Oc2coc(CSc3nc(C)cc(C)n3)cc2=O)cc1	-1	-0.2	95	0.0	4	-7	-3	2	1	3
46	O=C(Nc1nccs1)c1cccc(N2C(=O)c3cccc4c([N+](=O)[O-])ccc(c34)C2=O)c1	1	-0.6	139	-0.2	4	-4	1	4	0	7
47	N#Cc1ccc(OCC(=O)NN2Cc3ccccc3C2=N)cc1	-1	-1.6	94	0.2	1	-3	13	3	-11	10
48	CCCNC(=O)C1(C)CCN(C(=O)COc2ccc(Cl)cc2Cl)C1 (configuration not stated)	-3	0.8	105	0.3	-1	2	5	-11	.	11
49	Fc1ccc(NC(=S)NN=C2CCCCCC2)cc1	-4	3.8	103	0.1	3	-2	-1	-6	11	14
50	O=S(=O)(c1ccccc1)N1CCC2(CC1)CO2	7	-4.0	103	-0.5	2	-11	10	-2	-1	21
51	CC(=O)Nc1ccc(S(=O)(=O)NCCNS(=O)(=O)c2ccc(NC(C)=O)cc2)cc1	4	-0.6	106	0.0	2	-3	7	9	8	-3
52	CCOc1ccc(C2N(c3ccc(Cl)cc3)C(=O)C3CCCN32)cc1OC (configuration not stated)	-11	-0.7	102	1.4	-2	-2	1	1	9	10
53	CCOc1ccccc1-n1c(SCC(=O)N2CCOCC2)nc2ccccc2c1=O	-1	-0.5	100	0.0	-2	-12	-7	-5	3	1
54	COc1ccc(/C=C(/NC(=O)c2ccco2)C(=O)Nc2ccc(C(C)=O)cc2)cc1	4	-2.4	101	0.0	0	2	7	10	-7	-5
55	CCN(C(=O)COC(=O)c1cc([N+](=O)[O-])ccc1N1CCOCC1)C1CCCCC1	-2	-0.6	93	0.1	-1	-8	0	-17	2	-4
56	COc1ccc(C2(CO)OC(CO)C(O)C2O)cc1 (configuration not stated)	-2	-0.2	97	1.0	0	-15	0	1	-9	6
57	COc1ccc(OCC(=O)NNC(=O)C2CCC2)cc1	-6	-2.0	101	0.0	2	-5	5	3	-2	16
58	O=C(C1CCCC1)N1CCCC(Nc2ccccc2)C1 (configuration not stated)	-8	-1.8	95	-0.1	1	-2	-4	2	-2	-1
59	CCN(Cc1ccncc1)C(=O)C1CCN(S(=O)(=O)c2cccs2)CC1	4	4.3	83	-0.3	-2	-1	1	2	-5	0

Some of the compounds tested. The share of hits here may be higher or lower than overall.
